Bioassay records from PubChem.
Myeloid diff MLP = compounds promoting myeloid differentiation. ER-HoxA9 myeloid progenitors, lysozyme-GFP differentiation, flow cytometry. calls only at 10 µM. hit rate 1% among 360,000;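 active means normalized GFP-positive differentiation at or above the plate's own cutoff, the solvent-only control mean plus 3 SD; inconclusive means no clear call, values can overlap the other calls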;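 further: cells exposed to compound for four days before flow analysis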
WT yeast gro inh = growth inhibition of WT yeast, mitochondrial fusion screen; mitochondrial fusion phenotypic screen, WT strain; inhibition, % at 10 µM; hit rate 2.1% among 190,000; AID 1362; in the data active means inhibition above about 58%; tested in S. cerevisiae
XIAP displacement = XIAP antagonists, biochemical, IAP family, fluorescence polarization (AID 1018). displacement, % at 20 µM; hits with a dose series show IC50 in µM. hit rate 0.007% among 200,000. XIAP BIR domain, fluorescence polarization peptide displacement; higher % means a stronger effect; in the data active means displacement above about 50%; further: a part of the inactive calls stands beside numbers as strong as those of hits
SIAH1 antagonists = blockers of Siah-1 interaction with plectin peptide – biochemical, fluorescence polarization, rhodamine-plectin, uHTS, primary screen (AID 1817) | Siah-1 / rhodamine-plectin peptide fluorescence polarization; higher % means a stronger effect | displacement, % at 20 µM; hits with a dose series show IC50 in µM | hit rate 0.02% among 290,000;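 active means displacement of at least 50% at 20 µM, with a fluorescence ratio check between 0.3 and a set limit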;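 further: plate controls were Siah plus tracer with DMSO for no effect and tracer alone without Siah for full effect; strong numbers were not always called active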
human PMI inhibitors = human PMI inhibitors, high substrate, primary screen, biochemical, fluorescence intensity, high mannose 6-phosphate (AID 1220). recombinant PMI enzyme, coupled fluorescence intensity; higher % means a stronger effect. inhibition, % at 20 µM, or IC50 in µM where a hit was titrated. hit rate 0.66% among 190,000
human PMI inhibition = inhibitors of human PMI, primary screen, biochemical, fluorescence intensity, coupled assay (AID 1209); hit rate 0.42% among 190,000; purified PMI enzyme, coupled fluorescence intensity; higher % means a stronger effect; inhibition, % at 20 µM; hits with a dose series show IC50 in µM;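 further: plate controls were DMSO vehicle for no effect and wells lacking substrate for full effect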
PhoP inhibition = PhoP-dependent GFP reporter repression – Salmonella Typhimurium, primary screen (AID 1863); one-dose inhibition, % at 50 µM; IC50 in µM for titrated hits; S. Typhimurium PhoP-regulated promoter GFP reporter, 4 h; higher % means a stronger effect; hit rate 0.16% among 300,000;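 active means inhibition over 29.93%, a cutoff 3 SD above the screen mean, later confirmed by dose response; inconclusive means inhibition over 29.93% but no dose response follow-up; inactive means inhibition at most 29.93% or unconfirmed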;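 further: 0% = low Mg2+ inducing control and 100% = high Mg2+ repressing control; strong numbers were not always called active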
TNAP activators = stimulation of alkaline phosphatase TNAP activity – biochemical, luminescent, no phosphate acceptor, uHTS, primary screen (AID 1001); purified TNAP, luminescent activation assay, no phosphate acceptor; higher activation fold means a stronger effect; one-dose activation fold at 20 µM; EC50 in µM for titrated hits; hit rate 0.03% among 200,000; in the data active means activation fold from about 3, or a potency from the dose series; inactive means the rest, 99 in 100 with activation fold below about 1.6; further: many of its hits are not listed in these tables
RSV CPE inhibition = RSV antiviral activity via CPE protection, HEp-2 cells, primary 10 µM value included (AID 2391); one-dose CPE inhibition, % at 10 µM; IC50 in µM for titrated hits; hit rate 0.13% among 310,000; HEp-2 cells, RSV-induced CPE inhibition; higher % means a stronger effect; in the data active means a potency from the dose series; inconclusive means CPE inhibition mostly from about 23% at the one dose, without a potency; inactive means the rest, 99 in 100 with CPE inhibition below about 21%; further: strong numbers were not always called active
WT yeast gro inh mutant strain = second read-out of WT yeast gro inh, no call of its own (marks repeat the call); inhibition, %; mitochondrial fusion phenotypic screen, mutant strain inhibition
Myeloid diff MLP GFP+ MAC1+ % = also measured in Myeloid diff MLP; calls as there; GFP+ MAC1+ double positive, %; measured here: differentiation confirmed by MAC1 staining
* = called active by the depositor; i = inactive; ? = inconclusive; . = no result given. Unless noted, no stated cut-off is given here; in the data, active means inhibition above about 50%; inactive means the rest.

nr	smiles	Myeloid diff MLP	Myeloid diff MLP GFP+ MAC1+ %	WT yeast gro inh	WT yeast gro inh mutant strain	XIAP displacement	SIAH1 antagonists	human PMI inhibitors	human PMI inhibition	PhoP inhibition	TNAP activators	RSV CPE inhibition
1	Cc1ccc(C(CNC(=O)Nc2ccc(Cl)cc2)N2CCN(C)CC2)cc1 (stereo not given)	i	0.4	.	.	.	9%	.	.	-4%	.	-3.7%
2	COC(=O)COc1ccc(NC(=O)C(c2ccccc2)c2ccccc2)cc1	i	1.1	.	.	.	-6%	.	.	6%	.	-0.5%
3	O=C(c1ccc(CNS(=O)(=O)c2ccccc2)cc1)N1CCN(c2ccccn2)CC1	i	1.0	3	9	0.0%	5%	2%	8%	16%	1	0.7%
4	CC(Sc1nc2ccccc2c(=O)n1Cc1ccco1)C(=O)c1ccccc1 (stereo not given)	i	4.7	69*	31*	-5.9%	-1%	5%	-14%	3%	0.9	0.0%
5	CCn1c(C)nc2cc(C(=O)N/N=C(\C)c3ccccc3O)ccc21	i	0.3	0	2	-1.0%	4%	-26%	-22%	11%	1.3	3.3%
6	C[C@@H]1NC(=O)c2cc([N+](=O)[O-])cc(F)c2NCCC[C@@H](C(N)=O)NC(=O)[C@H](CC(N)=O)NC1=O	i	1.4	-4	-7	-11%	2%	-3%	-6%	-1%	1.1	2.8%
7	Cc1ccc(OCCOC(=O)CCc2nc3ccccc3c(=O)[nH]2)cc1	i	0.8	-3	2	-7.6%	-3%	4%	2%	-13%	1.1	1.4%
8	COc1ccc(NC(=O)c2ocnc2C)cc1OC	i	3.2	-9	5	-4.4%	-4%	8%	11%	-4%	1.1	0.0%
9	COc1ccc(-c2nc(C#N)c(NC(C)C)o2)cc1	i	14	-7	-4	2.8%	4%	-7%	3%	4%	1.2	?
10	COC(=O)c1ccccc1NC(=O)c1ccc(NC(=O)C2CCCO2)cc1 (stereo not given)	i	0.7	.	.	.	0%	.	.	-7%	.	1.4%
11	CC(=O)Nc1ccc(NC(=O)C2CC(=O)N=C(N)S2)cc1 (stereo not given)	i	0.8	5	5	-3.4%	0%	-2%	1%	8%	1.1	-0.2%
12	CCCC(=O)Nc1cc(C)c(NC(=O)C23CC4CC(CC(C4)C2)C3)cn1	i	0.9	-14	13	-7.0%	-2%	-3%	-1%	-5%	1	1.0%
13	CN(C)S(=O)(=O)c1cccc(CNCC2COc3ccccc3O2)c1 (stereo not given)	i	0.4	.	.	.	2%	.	.	0%	.	2.6%
14	CCOC(=O)c1sc(Nc2ccc(C)cc2C)nc1C	i	1.1	.	.	-7.0%	0%	12%	16%	10%	1	19%
15	O=C(NCC(O)c1ccccc1)c1cccs1 (stereo not given)	i	0.5	.	.	.	-2%	.	.	-6%	.	0.6%
16	COc1ccc(C2N(c3cc(Cl)ccc3OC)C(=O)C3CCCN32)cc1 (stereo not given)	i	4.0	6	-7	-7.3%	-6%	1%	1%	9%	1.1	0.8%
17	COc1cccc(-n2c(Cc3cc(=O)[nH]c(=O)[nH]3)nnc2SCC(=O)N2CCCCCC2)c1	i	2.4	7	8	-0.6%	3%	9%	2%	6%	1.2	-0.7%
18	O=C1CCCC2=C1C(c1ccccn1)Nc1ccc(C(=O)c3ccccc3)cc1N2 (stereo not given)	i	0.2	-4	13	-5.6%	0%	6%	-3%	-5%	1	2.6%
19	CCOC(=O)C1CCN(C(=O)c2ccc(OCC)c(OCC)c2)CC1	i	0.3	0	7	0.1%	0%	-11%	-9%	0%	1.1	2.2%
20	O=C(Nc1cccc(Cl)c1)C1C2C=CC3(O2)C1C(=O)N(CCCN1CCCCC1)C3C(=O)NC1CCCCC1 (stereo not given)	i	2.2	.	.	.	-1%	.	.	-4%	.	1.1%
21	O=C(CN1CC(c2ccccc2)CC1=O)OCc1ccccc1F (stereo not given)	i	6.3	11	9	-2.5%	-2%	14%	16%	10%	1.1	0.1%
22	Cn1c(SCC(=O)N2CCCC2)nc2ccccc21	i	0.9	-8	-14	-2.9%	-1%	5%	6%	-9%	1.3	-0.9%
23	COc1cccc(CNc2ncn[nH]2)c1OCc1ccc(F)cc1	i	0.2	-5	-5	-3.9%	3%	4%	3%	-2%	1.3	-0.5%
24	C=CCN(c1ccccc1Cl)S(=O)(=O)c1cccc(C(=O)OCC(=O)N(C)C2CCS(=O)(=O)C2)c1 (stereo not given)	i	0.8	5	-8	-0.9%	0%	2%	-3%	4%	1	0.9%
25	O=C(/C=C/c1cccs1)c1cc(Cl)ccc1OC(=O)N1CCOCC1	i	2.4	4	16	-4.2%	1%	8%	14%	-4%	1	15%
26	CCOc1ccc(NC(=O)Cn2nnc(C(=O)NCc3ccc(OC)cc3)c2N)cc1	i	4.5	.	.	.	4%	.	.	0%	.	0.7%
27	O=C(Nc1ccccc1)/C(=C/c1ccccc1)c1ccccc1	i	0.9	0	-5	3.9%	-4%	0%	-1%	-1%	1	-1.5%
28	COc1ccc(C(=O)NCCc2cc3ccc(C)c(C)c3[nH]c2=O)cc1OC	i	0.4	-12	-22	-6.3%	-3%	-4%	1%	-3%	1.1	4.0%
29	COc1ccc(CNS(=O)(=O)c2ccc3c(c2)N(C(C)=O)CCO3)cc1	?	.	.	.	.	4%	.	.	-9%	.	1.2%
30	NC(=O)c1ccc(NC(=O)c2cncn2-c2ccccc2)cc1	i	2.2	.	.	.	-1%	.	.	2%	.	2.1%
31	C=CCOc1ccc(CNc2nccs2)cc1OC	i	0.2	-12	-9	-9.1%	-2%	8%	2%	5%	1.1	1.1%
32	CC(C)(C)C(=O)C[n+]1ccc(C(N)=O)cc1	i	0.7	-1	14	-7.9%	4%	35%	5%	-11%	1.1	1.4%

Looked up by structure from above, 3 records:
nr	smiles	Myeloid diff MLP	Myeloid diff MLP GFP+ MAC1+ %	WT yeast gro inh	WT yeast gro inh mutant strain	XIAP displacement	SIAH1 antagonists	human PMI inhibitors	human PMI inhibition	PhoP inhibition	TNAP activators	RSV CPE inhibition
27	O=C(Nc1ccccc1)/C(=C/c1ccccc1)c1ccccc1	i	0.9	0	-5	3.9%	-4%	0%	-1%	-1%	1	-1.5%
31	C=CCOc1ccc(CNc2nccs2)cc1OC	i	0.2	-12	-9	-9.1%	-2%	8%	2%	5%	1.1	1.1%
30	NC(=O)c1ccc(NC(=O)c2cncn2-c2ccccc2)cc1	i	2.2	.	.	.	-1%	.	.	2%	.	2.1%

Carrying on.
nr	smiles	Myeloid diff MLP	Myeloid diff MLP GFP+ MAC1+ %	WT yeast gro inh	WT yeast gro inh mutant strain	XIAP displacement	SIAH1 antagonists	human PMI inhibitors	human PMI inhibition	PhoP inhibition	TNAP activators	RSV CPE inhibition
33	C/C(=N/NC(=O)CN1CCN(S(=O)(=O)c2ccc(Br)cc2)CC1)c1ccncc1	i	0.4	.	.	.	4%	.	.	-1%	.	-0.4%
34	O=C(CC1S/C(=N/N=C/C=C/c2ccccc2)NC1=O)Nc1ccc(C(=O)O)cc1 (stereo not given)	i	0.2	0	6	-2.6%	-3%	-2%	-21%	-5%	1.1	-0.5%
35	CC(=O)c1cccc(N(C(=O)CNC(=O)c2ccco2)C(C(=O)NC2CCCC2)c2ccco2)c1 (stereo not given)	i	0.0	.	.	.	-1%	.	.	12%	.	-0.4%
36	CC1CN=C(NC2CCCCC2C)S1 (stereo not given)	i	0.5	30	1	6.7%	-1%	2%	-2%	18%	1	1.9%
37	C=C(C)CSc1nc2c(c(=O)[nH]c(=O)n2C)n1Cc1ccccc1	i	1.0	23	8	.	3%	.	.	-6%	.	2.5%
38	COc1ccc(C(=O)NC(=S)NNC(=O)COc2ccccc2)cc1	i	0.2	30	11	-4.5%	-1%	-29%	-9%	-6%	1.9	3.5%
39	CC(C)(C)NC(=O)CSc1nc2ccc(Nc3nc(N4CCOCC4)nc(N4CCOCC4)n3)cc2s1	i	0.0	49	10	-5.2%	3%	20%	20%	-10%	1.1	18%
40	O=C(O)c1cccc(Oc2cccc(Cl)n2)c1	i	0.0	5	18	-9.0%	1%	4%	9%	-13%	1.1	-0.2%
41	CC(NC(=O)COc1ccc([N+](=O)[O-])cc1)c1ccccc1 (stereo not given)	i	0.8	-2	6	-7.1%	0%	9%	9%	2%	1.1	0.5%
42	O=c1[nH]c(CSc2ncccn2)nc2c1cnn2-c1ccccc1	i	0.8	10	1	-5.0%	-7%	-11%	-15%	-16%	0.9	1.3%
43	O=C(/C=C/NCC(=O)c1ccccc1)c1ccc(Br)cc1	i	0.3	-15	-2	-4.0%	4%	-108%	-56%	-6%	1	2.9%
44	Cc1ccc(S(=O)(=O)NNC(=S)NC(=O)c2ccc([N+](=O)[O-])cc2)cc1	i	0.1	-24	1	-8.7%	3%	12%	26%	-12%	1.1	1.6%
45	Cc1ccc(N2CCN(/N=C/c3cccnc3)CC2)cc1	i	0.4	.	.	.	6%	.	.	-2%	.	0.1%
46	O=C(Nc1cccc(Cl)c1)c1cc(S(=O)(=O)NCCc2ccc(Cl)cc2)ccc1F	i	0.4	46	11	-0.8%	-4%	-1%	9%	28%	1.1	0.6%
47	Cn1cnnc1SCC(=O)NC1CCCCC1	i	0.4	-1	8	1.7%	8%	6%	9%	-12%	1.1	1.6%
48	O=C(NCc1ccc(F)cc1)N1CCN(S(=O)(=O)c2ccccc2F)CC1	i	1.3	.	.	.	-2%	.	.	2%	.	3.5%
49	N#Cc1cc([N+](=O)[O-])cnc1Nc1ccccc1	i	0.3	-4	3	0.1%	4%	-4%	-4%	14%	1.1	0.1%
50	Cc1nc2c3cnn(-c4ccccc4)c3ncn2n1	i	0.4	-6	9	-4.1%	-6%	1%	0%	-3%	0.5	11%
51	O=C(CCS(=O)(=O)c1ccc(Br)cc1)Nc1ccc(Br)cc1F	i	0.9	11	-13	-2.4%	16%	-5%	-4%	11%	1.1	0.9%
52	CCOCC(=O)Nc1ccc(S(=O)(=O)NCCc2ccccc2)cc1	i	0.4	4	2	-4.0%	1%	11%	11%	-4%	1.1	14%
53	Cc1ccc(/C(O)=C2\C(=O)C(=O)N(c3cc(C)on3)C2c2cccc(Cl)c2)cc1 (stereo not given)	i	1.2	-6	0	-5.4%	3%	11%	9%	-3%	1.1	1.8%
54	CCOc1cc(C)nc(N2CCN(C3CCCCC3)CC2)n1	i	5.4	3	-7	-12%	3%	9%	12%	2%	1.1	-1.9%
55	COCCCNC(=O)c1ccc(CS(=O)(=O)c2cccc(C(F)(F)F)c2)o1	i	0.5	.	.	.	15%	.	.	-3%	.	1.5%
56	O=C(CSc1ncn(-c2ccccc2)n1)Nc1nncs1	i	0.4	-5	-1	-9.6%	0%	5%	3%	-13%	1.1	2.2%
57	O=C(COC(=O)c1ccccc1Cl)NC(=O)NCc1ccccc1	i	0.6	-9	-27	-5.4%	-7%	-11%	-13%	3%	1	0.6%
58	CCN1CCN(Cc2ccc(OCc3ccccc3)cc2)CC1	i	4.6	8	21	-8.6%	2%	3%	14%	7%	1.1	-2.6%
